# KOR beta-arrestin-1 – KOR agonists, beta-arrestin recruitment, primary screen, cell-based, luminescence, uHTS (AID 1777). KOR beta-arrestin recruitment, luminescence; higher % means a stronger effect. one-dose activation, % at 10 µM; EC50 in µM for titrated hits. 0.02% of 280,000 active; in the data active = activation above about 50%, passing the limit was not always enough; also: a part of the inactive calls stands beside numbers as strong as those of hits
# NOD2 inhibition – NOD2 signaling inhibitors, cell-based, luminescence, uHTS, HEK293 (AID 1566); HEK293 NOD2/NF-kB luciferase reporter, luminescence; higher % means a stronger effect; one-dose inhibition, % at 4 µM; EC50 in µM for titrated hits; 0.63% of 290,000 active; also: many of its hits are not listed in these tables
# KOR beta-arrestin-2 – kappa opioid receptor blockers – cell-based, luminescence, uHTS (AID 1778); KOR beta-arrestin recruitment, luminescence, antagonist mode; higher % means a stronger effect; 0.091% of 290,000 active; inhibition, % at 10 µM, or IC50 in µM where a hit was titrated; also: strong numbers were not always called active
# Myeloid diff MLP – myeloid differentiation induction. ER-HoxA9 myeloid progenitors, lysozyme-GFP differentiation, flow cytometry. calls only at 10 µM. 1% of 360,000 active;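 active = normalized GFP-positive differentiation at or above the plate's own cutoff, the solvent-only control mean plus 3 SD; inconclusive = no clear call, values can overlap the other calls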;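 also: cells exposed to compound for four days before flow analysis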
# T cell HTS – T cell immune modulation candidate; 2C CD8+ T cell-vesicle binding, flow cytometry; stronger effect = lower value; calls only at 7 µM; 0.068% of 330,000 active; AID 2052;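 active = response, share of CD8 T cells binding vesicles, and their 90th percentile fluorescence all below set limits, cut at about 80% in these data, passing the limit was not always enough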
#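 Test system: purified 2C TCR transgenic mouse naive CD8+ T cells. Probe or stimulus: QL9-peptide-loaded Drosophila micro-vesicles bearing Ld, ICAM-1 and B7-1. Incubation: binding step 1.5 h, 37 °C, antibody labelling 20 min, ice. Measured by: flow cytometry of vesicle-bound cells.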
# GPR55 antagonists – GPR55 antagonists blocking LPI-driven arrestin recruitment, primary screen, imaging, U2OS, beta-arrestin-GFP, LPI agonist (AID 2013). U2OS GPR55 beta-arrestin-GFP translocation imaging, LPI antagonism; higher % means a stronger effect. inhibition, % at 10 µM; hits with a dose series show IC50 in µM. 0.13% of 290,000 active;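 active = spots per cell inhibited over 60%, with over 100 cells counted and total cytoplasm intensity under 500,000; inconclusive = wells with under 100 cells, flagged as likely toxic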;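 also: U2OS cells stably carrying GPR55 and arrestin-GFP stimulated by 5 µM LPI near EC80; imaged beta-arrestin-GFP aggregate spots per cell after agonist stimulation; plate controls were LPI-stimulated DMSO wells for no effect and DMSO wells without LPI for full effect; some results filed as inactive read as strong as hits; confirmed hits need IC50 under 10 µM and bright autofluorescent wells are also inconclusive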
# NOD1 NF-kB reporter – NOD1 signaling inhibitors, primary screen, cell-based, luminescence, uHTS (AID 1578); 1% of 290,000 active; NOD1-driven NF-kB luciferase reporter cells, luminescence; higher % means a stronger effect; inhibition, % at 4 µM, or EC50 in µM where a hit was titrated; in the data active = inhibition mostly above about 36%, no sharp cut-off; inactive = mostly below about 34%;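 also: HEK-293T reporter cells stimulated with the NOD1 agonist gamma-tri-DAP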
# GPR55 beta-arrestin – selective activators of receptor GPR55 – imaging, U2OS cells, beta-arrestin-GFP redistribution, primary screen (AID 1961); one-dose activation, % at 10 µM; EC50 in µM for titrated hits; U2OS GPR55 beta-arrestin-GFP redistribution imaging; higher % means a stronger effect; 0.048% of 290,000 active;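 active = activation above 40% with more than 50 cells counted in the well; inconclusive = wells holding fewer than 50 cells, flagged as toxic or sparse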;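 also: U2OS osteosarcoma cells stably expressing GPR55 and beta-arrestin-GFP; plate controls were DMSO negative control for no effect and LPI positive control for full effect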
# NTR1 agonist – NTR1-driven beta-arrestin-GFP spot formation – imaging, U2OS cells, high content, primary screen (AID 493036); activation, % at 20 µM; 0.17% of 330,000 active; agonist mode; P30989;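 active = activation at or above 40% of the spot to cytoplasm intensity ratio, with at least 20 cells analyzed; inconclusive = wells under 20 cells, flagged as cytotoxic or low count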;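 also: 0% = DMSO without peptide and 100% = 100 nM NTR1 peptide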
# Target sequence (P30989 whole entry, looked up): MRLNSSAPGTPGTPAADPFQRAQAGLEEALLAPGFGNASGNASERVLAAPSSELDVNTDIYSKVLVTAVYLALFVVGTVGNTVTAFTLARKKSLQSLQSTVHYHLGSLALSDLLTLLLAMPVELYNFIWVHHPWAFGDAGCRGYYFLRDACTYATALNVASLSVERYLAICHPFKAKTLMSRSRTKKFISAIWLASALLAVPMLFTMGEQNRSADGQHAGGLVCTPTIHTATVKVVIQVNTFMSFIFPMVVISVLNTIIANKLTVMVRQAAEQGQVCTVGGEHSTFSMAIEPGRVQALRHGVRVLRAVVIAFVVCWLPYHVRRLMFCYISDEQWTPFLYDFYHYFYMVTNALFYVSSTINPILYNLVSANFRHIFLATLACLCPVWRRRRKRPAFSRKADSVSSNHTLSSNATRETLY
# T cell HTS vesicle-bound % – further read-out of T cell HTS, marked with its call; double positive events, %; measured here: CD8+ vesicle-bound cell fraction;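 binding gate set so that unloaded-vesicle control wells show 10% double positive cells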
# NTR1 agonist cell count 20 µM – also measured in NTR1 agonist; calls as there; cell count; measured here: cell count, cytotoxicity flag
# Myeloid diff MLP GFP+ MAC1+ % – further read-out of Myeloid diff MLP, marked with its call; GFP+ MAC1+ double positive, %; measured here: differentiation confirmed by MAC1 staining
# Active calls of the source: *; i = inactive; u = inconclusive; x = not tested or not shown; [ ] = remark or other dose. Rule as the data show it, unless noted: active = inhibition above about 50%; inactive = the rest. The list is partial. The share of hits here may be higher or lower than overall.
SMILES,KOR beta-arrestin-1,NOD2 inhibition,KOR beta-arrestin-2,Myeloid diff MLP,Myeloid diff MLP GFP+ MAC1+ %,T cell HTS,T cell HTS vesicle-bound %,GPR55 antagonists,NOD1 NF-kB reporter,GPR55 beta-arrestin,NTR1 agonist,NTR1 agonist cell count 20 µM
CCn1c(=O)c(C(=O)NCc2ccccn2)c(O)c2ccccc21,-0.7%,20%,34%,i,0.8,i,53,-13%,13%,-0.3%,0.3,66
COC(=O)COc1ccc(C2NC(=O)NC(c3ccccc3)=C2C(C)=O)cc1Br (configuration not stated),-1.4%,11%,10%,i,0.2,i,28,-4%,-7%,-0.2%,-0.8,59
Cc1nc(C)c(C(=O)N/N=C/c2ccco2)s1,-1.1%,6%,-14%,i,0.2,i,51,10%,-26%,0.5%,-0.6,46
N#Cc1ccccc1NC(=O)CSc1n[nH]c(-c2ccco2)n1,0.9%,-2%,-28%,i,0.6,i,7,-1%,-19%,0.3%,0.2,39
COc1cccc(OCc2nnc(SCC(=O)NCc3ccco3)n2C)c1,-1.4%,14%,18%,i,1.2,i,10,19%,9%,-0.1%,-1.9,95
O=C(CSc1ccc(Cl)cc1)NCC1CCCO1 (configuration not stated),-0.9%,-2%,5%,i,2.1,i,13,-1%,20%,-0.1%,0.1,62
CC(=O)Nc1ccc(S(=O)(=O)Oc2cccc(N3C(=O)C4CC=CCC4C3=O)c2)cc1 (configuration not stated),8.3%,14%,-8%,i,1.1,i,26,-4%,-19%,-0.1%,1.1,56
COc1ccc(CNc2cc(C)ccc2C)c(OC)c1OC,0.2%,7%,-3%,i,7.3,i,48,3%,-1%,-0.2%,2.0,57
COc1ccccc1N1CCN(C(=O)NCc2cccc(C(F)(F)F)c2)CC1,0.5%,13%,-12%,i,1.2,i,15,-2%,10%,-0.1%,1.6,44
CC(C)NC(=O)CSc1nnc(-c2ccc3ncccc3c2)n1C,-0.8%,8%,39%,i,1.0,i,24,18%,-4%,0.2%,0.5,52
COc1cccc(CNC(=O)CNS(=O)(=O)c2ccc(Br)s2)c1,0.1%,-7%,-24%,i,0.4,i,35,-7%,-2%,0.6%,2.4,53
CCOc1ccc(-c2c(=O)n(OCc3ccccc3Br)c3ccccc3[n+]2[O-])c(OCC)c1,-8.6%,7%,16%[20 µM],i,0.6,i,8,15%,-31%,-0.1%,3.8,47
Clc1ccc(/C=N/N2CCN(Cc3ccccc3Cl)CC2)cc1,-8.0%,1%,-8%,i,0.7,i,64,1%,-35%,1.4%,-0.5,85
Cc1ccc(N(CC(=O)N2CCCC2)S(C)(=O)=O)cc1C,-2.4%,-2%,-3%,i,0.4,i,30,4%,0%,0.0%,-0.8,69
O=C(CSc1nc2ccccc2o1)N1c2ccccc2Sc2ccccc21,-4.8%,16%,5%,i,0.4,i,5,21%,1%,x,3.6,58
CC(C)(C)OC(=O)CNC(=O)c1nc[nH]c1C(=O)NCc1ccccc1,-3.9%,6%,-1%[20 µM],i,2.3,i,18,-9%,-9%,0.4%,0.3,62
COc1cc(S(=O)(=O)Nc2ccc3cn[nH]c3c2)ccc1Cl,5.1%,0%,3%,i,0.4,i,61,6%,6%,1.1%,-0.4,49
O=C(CSc1nnc(CNC(=O)c2ccccc2F)o1)NC1CCCC1,1.1%,2%,6%,i,0.2,i,28,4%,-14%,0.0%,-0.6,58
O=C(CSc1nc2cc(Cl)ccc2c(=O)n1Cc1ccco1)Nc1ccc(S(=O)(=O)N2CCOCC2)cc1,-1.7%,15%,x,i,0.3,i,53,3%,28%,0.1%,-0.6,52
COc1ccccc1Nc1nnc(SCc2cc(=O)n3cc(C)ccc3n2)s1,1.8%,-9%,6%,i,0.7,i,56,-9%,25%,-0.1%,0.7,96
CCC(C)NS(=O)(=O)c1ccc(NC(=O)c2cccs2)cc1 (configuration not stated),-1.4%,-7%,-27%,i,0.7,i,15,-4%,16%,0.9%,2.2,59
COc1cc(C(=O)N2CCN(C(=O)Cc3ccccc3)CC2)cc(OC)c1OC,-3.4%,-17%,-20%,i,0.7,i,34,-5%,-15%,0.3%,0.0,63
COc1cccc(C2(CSc3nnc(-c4cc(OC)c(OC)c(OC)c4)o3)OCCO2)c1,-1.2%,-26%,-4%,i,0.3,i,53,20%,-16%,-0.1%,-0.3,54
COC(=O)c1cc2c(ccn2-c2ccc(F)cc2)n1CC(=O)OC(C)C,4.6%,13%,-19%,i,0.1,i,9,-1%,-20%,-0.1%,1.5,45
CC(NCc1cc(Br)ccc1OCC(N)=O)C12CC3CC(CC(C3)C1)C2 (configuration not stated),-2.7%,-1%,-22%[20 µM],i,0.7,i,51,10%,-29%,0.5%,1.0,60
O=C(Nc1ccc(NC(=O)C2CCCCC2)nc1)c1cccc(F)c1,-4.4%,26%,-44%,i,0.7,x,x,-16%,10%,0.2%,-0.2,52
CCC(C)C(=O)Nc1cccc(SC)c1 (configuration not stated),-6.0%,3%,-20%[20 µM],x,x,i,27,15%,-12%,0.2%,0.8,51
COc1cccc(OC)c1C(=O)OCC(=O)Nc1cccnc1Cl,1.3%,-4%,-8%,i,1.0,i,48,5%,-12%,-0.6%,1.8,63
CCN=C1SC(C(=O)Nc2ccc(Cl)c(Cl)c2)CC(=O)N1CC (configuration not stated),1.4%,-1%,13%,i,0.3,i,38,-1%,-12%,-0.1%,-0.6,95
O=C(Nc1nccs1)C1CCN(S(=O)(=O)c2ccc(Cl)c(C(F)(F)F)c2)CC1,3.7%,-12%,14%,i,0.9,i,56,-9%,2%,0.0%,3.7,40
CC(C)C(C(=O)Nc1ccc(S(N)(=O)=O)cc1)N1C(=O)c2ccccc2C1=O (configuration not stated),-2.1%,7%,-18%,i,0.3,i,20,-1%,-31%,-0.9%,0.4,47
COc1ccc(C(=O)NC(=S)Nc2ccc(N3CCN(C(C)=O)CC3)cc2)cc1[N+](=O)[O-],1.3%,18%,15%,i,0.4,i,12,-1%,-1%,-0.1%,-1.7,47
COc1ccc(C(=O)C2CCN(C(=O)Nc3ccccc3C)CC2)cc1,-1.3%,-12%,-22%,i,0.4,i,13,8%,7%,-0.2%,0.8,48
CC(C)C(OC(=O)c1cc2sccc2n1C)C(=O)NCC1CCCO1 (configuration not stated),-1.7%,9%,32%,i,5.0,i,10,4%,-6%,-0.1%,-0.7,58
Cc1nc2ccccc2c2c(N)c3ccccc3n12,-3.2%,-6%,14%,i,0.6,i,36,-3%,-4%,-0.5%,-0.2,30
Cc1ccc2c(c1)N(CCC(=O)NCc1cccnc1)C(=O)CO2,-2.2%,11%,0%,i,1.1,i,52,-3%,9%,0.0%,-0.3,68
CN(C)c1oc(-c2ccccc2Cl)nc1S(=O)(=O)c1ccccc1,0.6%,15%,9%,i,2.5,i,36,0%,-12%,-0.1%,1.0,50
c1ccc2c(CNn3cnnc3)cccc2c1,-2.7%,-24%,33%,i,0.6,i,52,31%,-8%,-0.2%,1.6,53
CCC(=O)Nc1cccc(C(=O)OC)c1,-0.3%,9%,27%,i,1.0,i,15,12%,-5%,-0.1%,-0.3,48
Nc1nnnn1CC(=O)OCc1cccc(Br)c1,1.0%,6%,25%,i,5.9,i,62,-5%,-15%,-0.2%,0.8,77
FC(F)Oc1ccccc1/C=N/Nc1nc2ccccc2o1,7.7%,-66%,-18%,i,0.1,i,61,4%,12%,-0.1%,0.2,61
Cc1ccc(C(=O)N2CCC(C)CC2)cc1S(=O)(=O)N1CCCCC1,2.5%,-2%,-9%,i,0.8,i,44,7%,-16%,-0.1%,-0.4,49
CN1CCN(C(=O)c2cc3c(n(-c4ccccc4)c2=O)CC(C)(C)CC3=O)CC1,-11%,-1%,-57%,i,0.5,i,31,2%,-4%,-0.2%,1.0,96
CCOC(=O)N1CCN(C(=O)C2CCCN(c3ncnc4c3nc3n4CCCCC3)C2)CC1 (configuration not stated),-0.1%,8%,-2%,i,0.8,i,18,7%,-21%,-0.2%,3.1,39
COc1ccc(CN(CCC(c2ccc(F)cc2)C2CCOC(C)(C)C2)C(=O)c2ccco2)cc1 (configuration not stated),5.2%,-6%,3%,u,x,i,57,-4%,28%,-0.2%,8.6,64
O=C(O)CCC(=O)NNc1ncnc2ccccc12,1.0%,0%,-67%[20 µM],i,0.1,i,42,-14%,-20%,-0.1%,-0.9,73
COc1ccc(C2/C(=C(/O)c3ccccc3)C(=O)C(=O)N2C)c(OC)c1 (configuration not stated),6.0%,0%,-22%[20 µM],i,0.8,i,63,-6%,-10%,-0.2%,0.2,75
Nc1nc(NCC2CCCO2)nc(Nc2ccccc2)c1[N+](=O)[O-] (configuration not stated),2.9%,3%,-25%,i,0.5,i,16,13%,-36%,0.2%,6.1,61
COc1ccc(C)c2sc(NC(=O)C3CC3)nc12,-0.6%,3%,-51%[20 µM],i,2.0,i,32,-1%,-10%,0.0%,3.3,79
Cc1cccc(C(=O)NCCCNC(=O)c2ccc(C)nc2)c1,-7.4%,2%,-10%,i,3.5,i,15,-1%,-10%,0.2%,0.4,60
COc1cccc(NC2=C(C#N)C(=O)NC(c3cccc(OC)c3O)S2)c1 (configuration not stated),-0.4%,-5%,-13%,i,0.3,i,54,4%,-14%,1.0%,-0.2,59
O=C(NNC(=O)c1cccnc1)Nc1cccc(Cl)c1Cl,-1.8%,4%,-4%,i,1.4,i,44,14%,-5%,-0.2%,0.1,56
COc1ccc(C(=O)Cn2nnc(-c3ccc(N4CCOCC4)cc3)n2)cc1OC,2.0%,12%,-2%,i,3.2,i,42,-4%,-17%,-0.2%,2.0,79

# Two of the compounds above, bar-delimited:
SMILES | KOR beta-arrestin-1 | NOD2 inhibition | KOR beta-arrestin-2 | Myeloid diff MLP | Myeloid diff MLP GFP+ MAC1+ % | T cell HTS | T cell HTS vesicle-bound % | GPR55 antagonists | NOD1 NF-kB reporter | GPR55 beta-arrestin | NTR1 agonist | NTR1 agonist cell count 20 µM
O=C(NNC(=O)c1cccnc1)Nc1cccc(Cl)c1Cl | -1.8% | 4% | -4% | i | 1.4 | i | 44 | 14% | -5% | -0.2% | 0.1 | 56
Cc1ccc(C(=O)N2CCC(C)CC2)cc1S(=O)(=O)N1CCCCC1 | 2.5% | -2% | -9% | i | 0.8 | i | 44 | 7% | -16% | -0.1% | -0.4 | 49
